Screening results from PubChem.
CHO-K1 Ca antag = nonselective inhibitor or artifact in parental CHO-K1 cells | inhibition, % at 3 µM | 360,000 compounds, 0.6% hits | AID 602250 | ATP-induced calcium, Fluo-8 fluorescence;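 active = inhibition above a per-plate cutoff, the plate's mean sample inhibition plus 3 SD, cut at about 24% in these data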;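 also: 0% = DMSO plus EC80 ATP and 100% = DMSO alone without ATP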
M1 PAM parental = counter-screen for M1 PAMs: effect in parental CHO-K1 cells; ATP EC20, Fluo-8 calcium fluorescence; 0% at ATP EC20, 100% at ATP max; activation, % at 3 µM; 360,000 compounds, 0.02% hits; AID 602247;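 active = activation above the run cutoff, the mean activation of all test compounds plus 3 SD, cut at about 40% in these data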;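 also: peak over basal fluorescence ratio in a 140 s read after ATP addition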
CHRM1 antagonist = blocks human M1 muscarinic receptor; CHO-K1 hM1, Fluo-8 calcium fluorescence, ACh EC80 antagonist; inhibition, % at 3 µM; 360,000 compounds, 1.3% hits; AID 588852;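 active = percent inhibition above its own plate's cutoff, namely the mean of that plate's compound wells plus 3 SD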;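 also: peak over basal fluorescence ratio during 140 s after agonist addition; 0% = ACh EC80 plus DMSO and 100% = DMSO alone without agonist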
Target sequence (P11229 whole entry, looked up): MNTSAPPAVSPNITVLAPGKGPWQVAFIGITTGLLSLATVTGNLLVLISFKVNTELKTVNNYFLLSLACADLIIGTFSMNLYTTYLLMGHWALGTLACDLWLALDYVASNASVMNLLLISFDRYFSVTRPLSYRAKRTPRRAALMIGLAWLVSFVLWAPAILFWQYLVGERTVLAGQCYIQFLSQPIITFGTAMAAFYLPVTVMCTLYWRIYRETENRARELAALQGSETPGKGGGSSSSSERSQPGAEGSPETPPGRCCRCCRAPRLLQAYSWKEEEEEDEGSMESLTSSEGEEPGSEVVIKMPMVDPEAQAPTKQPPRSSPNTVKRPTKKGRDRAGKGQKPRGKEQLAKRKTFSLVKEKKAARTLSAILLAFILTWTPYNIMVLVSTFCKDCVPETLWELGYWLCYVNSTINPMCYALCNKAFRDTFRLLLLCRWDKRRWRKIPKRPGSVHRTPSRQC
M1 ag parental = M1 agonist counterscreen hit in parental CHO-K1 cells; Fluo-8 calcium fluorescence; scaled to maximal ATP response, vehicle zero; activation, % at 3 µM; 360,000 compounds, 0.48% hits; AID 602248; in the data active = activation above about 15%;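 also: untransfected CHO-K1 host cells lacking M1 receptor as counterscreen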
CHO parental Ca = counter-screen for OX1R antagonists: effect in parental CHO cells; parental CHO-K1, ATP-induced calcium, Fluo-8 fluorescence; inhibition, % at 5.6 µM; 330,000 compounds, 0.63% hits; AID 463079;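 active = inhibition above that plate's mean sample inhibition plus 3 SD, cut at about 26% in these data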;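 also: 0% = ATP-challenged DMSO wells and 100% = DMSO wells without ATP; some compounds past the cut are filed as inactive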
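material = parental CHO cells | also added = ATP as calcium-mobilizing challenge | dosing = single point at 5.6 µM | detection = intracellular calcium via Fluo-8 no-wash fluorescent dye | read-out = % inhibition | benchmarks = low control ATP plus DMSO, high control DMSO only | repeats = one well per compound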
TAAR1 agonist = agonists of human TAAR1; Q96RJ0; CHO RD-HGA16 TAAR1, Fluo-8 calcium fluorescence; vehicle wells 0%, saturating PEA agonist 100%; activation, % at 3 µM; 360,000 compounds, 0.99% hits; AID 624467;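 active = activation above the mean activation of all test compounds in the run plus 3 SD, cut at about 38% in these data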
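System: CHO-derived RD-HGA16 cells with stable Gα16 and human TAAR1. Times: 17-24 h plating, Fluo-8 75 min 37 °C, 30 min RT. Measured by: calcium-sensitive Fluo-8 signal, excitation 470-495, emission 515-575 nm. Read-out basis: % activation relative to PEA EC100 response. Control set: DMSO and PEA EC100. Repeats: no replicates (n 1).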
TAAR1 antag = antagonists of human TAAR1 | CHO RD-HGA16 TAAR1, Fluo-8 calcium fluorescence, antagonist | inhibition, % at 3 µM | 360,000 compounds, 1.5% hits | Q96RJ0 | AID 624466;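 active = inhibition above a per-plate cutoff, the mean inhibition of test compounds on that plate plus 3 SD, cut at about 49% in these data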;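 also: 0% = DMSO plus EC80 beta-PEA response and 100% = DMSO alone without agonist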
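Test system: CHO RD-HGA16 cells bearing hTAAR1 | Reagent: β-PEA, EC80 | Compound dosing: 3 µM, single point | Schedule: Dye loading 75 min at 37 °C, then 30 min room temperature | Signal: Calcium fluorescence with Fluo-8 | Evaluation: Percent inhibition of PEA-evoked calcium signal, max/basal emission ratio | Control set: DMSO-only wells and EC80 β-PEA-stimulated wells | Repeats: Singlicate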
M1 ag = activates human CHRM1 receptor | P11229 | CHO-K1 hM1, Fluo-8 calcium fluorescence, agonist mode; 0% DMSO, 100% acetylcholine EC100 | activation, % at 3 µM | 360,000 compounds, 0.33% hits;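 active = activation above the run's mean compound activation plus 3 SD, cut at about 16% in these data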;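 also: peak over basal fluorescence ratio within a 140 s kinetic read after compound addition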
OXTR potentiator = potentiates the human oxytocin receptor response. activation, % at 3 µM. CHO-OTR cells, Fluo-8 calcium fluorescence, potentiator mode; 0% = oxytocin EC15, 100% = EC100. 320,000 compounds, 0.061% hits;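 active = activation above that plate's cutoff, the mean activation of tested compounds plus 3 SD, cut at about 6.6% in these data, passing the limit was not always enough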;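 also: 100% uses oxytocin at 75 nM as the full agonist control; some results filed as inactive read as strong as hits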
Target sequence (P30559 whole entry, looked up): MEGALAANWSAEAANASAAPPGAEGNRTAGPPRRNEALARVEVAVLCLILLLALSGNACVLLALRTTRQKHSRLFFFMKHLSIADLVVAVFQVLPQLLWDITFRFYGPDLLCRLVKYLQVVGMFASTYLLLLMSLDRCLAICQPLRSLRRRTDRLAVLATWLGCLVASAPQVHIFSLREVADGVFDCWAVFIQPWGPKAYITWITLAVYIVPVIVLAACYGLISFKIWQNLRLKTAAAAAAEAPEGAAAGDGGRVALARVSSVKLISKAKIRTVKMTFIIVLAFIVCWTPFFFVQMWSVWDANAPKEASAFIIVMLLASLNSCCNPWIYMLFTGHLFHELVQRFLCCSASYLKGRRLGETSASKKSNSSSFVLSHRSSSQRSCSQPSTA
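Assay system: CHO cell line stably expressing human OTR. Reagent: EC15 oxytocin agonist. Dosing: single dose, 3.0 µM nominal final compound concentration. Timing: compound 6 min at room temperature before oxytocin, 100 s read. Signal: kinetic Fluo-8 calcium fluorescence. Controls: oxytocin EC15 low and EC100 high.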
Active calls of the source: *; nt = not tested or not shown. Random draw from the library; 4.2% or so of the library scored in one or more.

Every second line gives: CHO-K1 Ca antag | M1 PAM parental | CHRM1 antagonist | M1 ag parental | CHO parental Ca | TAAR1 agonist | TAAR1 antag | M1 ag | OXTR potentiator
1: CCOc1c([N+](=O)[O-])cc2c(C)c(C(=O)N3CCN(C)CC3)oc2c1OCC
  -8 | 11 | -10 | 1.2 | -9 | 5 | -8 | -7 | -5
2: CC(C)C(=O)NC(c1ccc([N+](=O)[O-])cc1)c1c(O)ccc2ccccc12 (stereo not drawn)
  -36 | 4 | 17 | 11 | 18 | 8 | 36 | -6 | -7
3: Cn1cnnc1SC1CCCCC1NS(=O)(=O)c1ccc(Cl)cc1 (stereo not drawn)
  -14 | 7 | -27 | 0.4 | -14 | 9 | -1 | -3 | 8
4: O=C(CSc1nnnn1C1CCCCC1)Nc1ccc2c(c1)OCO2
  -11 | -7 | -17 | 0.7 | -5 | 2 | -2 | -2 | -6
5: Cc1ccc(-c2cc(C(=O)N3CCCC3)no2)cc1
  -14 | 12 | -6 | 0.3 | -9 | 15 | -18 | -3 | -5
6: CCN1C(=O)/C(=C/C=C2/CCCN2C)OC1=S
  6 | 3 | 6 | 1.5 | -3 | 10 | -3 | -7 | -7
7: Cc1cc(-c2nnc(CCC(=O)NCc3ccc(OC(F)(F)F)cc3)o2)no1
  -16 | 0 | -15 | -0.3 | -18 | -2 | -2 | -4 | -4
8: O=C(COc1ccccc1)NC1CCS(=O)(=O)C1 (stereo not drawn)
  4 | -11 | -3 | 0.1 | -6 | 1 | -6 | -1 | 1
9: CCC(C)NC(=O)C1=CCN(S(=O)(=O)c2ccc(C)cc2)CC1 (stereo not drawn)
  -24 | 18 | -9 | 0.2 | -9 | 2 | -9 | -2 | -17
10: CCOC(=O)N1CCN(c2c(NCCc3ccc(OCC)c(OCC)c3)c(=O)c2=O)CC1
  1 | -4 | 6 | 2.0 | 4 | nt | nt | -5 | -6
11: Cc1nc(N2CCOCC2)nc2c1CCC2
  -5 | 6 | -6 | 0.4 | 5 | 2 | 5 | -6 | 2
12: COC(=O)c1cccn(CC(=O)c2ccc(Cl)cc2Cl)c1=O
  1 | 13 | -6 | 0.7 | -16 | 7 | 12 | -9 | -6
13: O=C(CN1C(=O)C2C3C=CC(C4CC34)C2C1=O)NCc1ccco1 (stereo not drawn)
  -9 | 21 | -9 | 0.7 | 0 | 1 | 7 | -7 | -9
14: Cn1cc(Cl)c(C(=O)NC(=S)Nc2sc3c(c2C#N)CCCCC3)n1
  -1 | 15 | 4 | 0.2 | -7 | 13 | -10 | -3 | 2
15: CSc1nccc(Oc2ccc(C#N)cc2)n1
  -15 | 18 | -1 | 0.4 | -9 | 3 | -26 | -6 | -13
16: COC(=O)CN1C(=O)c2cccc3cccc1c23
  -2 | 5 | -16 | -0.1 | -6 | 0 | -12 | 0 | 0
17: O=C1CCSc2ccc(Cl)cc2N1Cc1ccccc1
  -10 | 10 | -3 | -0.3 | -10 | 7 | -6 | -10 | -5
18: CCc1ccc(C2NC(=S)NC3=C2C(=O)N(c2ccccc2OC)C(c2ccc(CC)cc2)N3)cc1 (stereo not drawn)
  10 | -19 | -10 | -0.3 | -6 | 5 | -7 | 0 | -15
19: COc1ccccc1NC(=O)CCSc1ccc(C)cc1
  8 | -13 | 4 | -0.9 | -5 | 3 | -3 | -6 | -6
20: COc1ccc(-c2c(-c3cc(OC)cc(OC)c3)n(C)c3ccc(-c4cccc5[nH]ccc45)cc23)cc1
  -6 | 2 | 8 | -0.2 | -8 | 18 | 2 | -4 | -4
21: Cc1ccc(NC(=O)CN(c2ccc(Cl)cc2)S(=O)(=O)c2cc([N+](=O)[O-])ccc2Cl)c(C)c1
  -10 | -3 | 6 | -0.1 | 2 | 1 | -8 | -9 | -11
22: CCCCN(Cc1ccco1)S(=O)(=O)c1csc(C(N)=O)c1
  -11 | 1 | -17 | 2.2 | -16 | -1 | -21 | 1 | -1
23: CCOc1cc(/C=N/NC(=O)CNc2ccc(C)cc2)ccc1OC(=O)c1ccccc1
  -13 | 8 | -5 | 0.1 | -12 | 5 | -11 | 0 | -1
24: Cc1ccc(NS(=O)(=O)c2cccc(C(=O)Nc3cc(C)on3)c2)cc1
  -9 | 24 | 5 | 6.7 | -16 | 3 | -7 | -2 | -12
25: COc1ccc(CCNc2nc3ccccc3n3nnnc23)cc1OC
  27* | 0 | 5 | 2.1 | -8 | 0 | -5 | 1 | -5
26: CCN(CC)C(=O)CSc1nc2ccccc2c(=O)n1CCC(=O)NCc1ccc(F)cc1
  -1 | 13 | -3 | 0.6 | -13 | 5 | 23 | -6 | -5
27: COc1ccc(CNC(=O)C(C)c2ccc([N+](=O)[O-])cc2)cc1 (stereo not drawn)
  -4 | 21 | -15 | 1.9 | -4 | 9 | -2 | -6 | -7
28: Cc1ccc(C2OC34CCCCCC3C(C#N)(C(=N)O4)C2(C#N)C#N)cc1 (stereo not drawn)
  -14 | 20 | -6 | 0.5 | -9 | 4 | -14 | -6 | -4
29: Cc1ccc(C(=O)NCC(=O)OCc2nc3ccsc3c(=O)[nH]2)cc1C
  -6 | 6 | -11 | 0.6 | nt | 3 | -15 | -1 | nt
30: COc1ccc(CC(=O)Nc2nc(OCCN3CCCC3=O)cnc2-c2cccc(C(F)(F)F)c2)cc1
  -5 | 7 | 1 | 1.7 | nt | 1 | 7 | -4 | nt
31: O=C(Oc1ccc([N+](=O)[O-])cc1)C1CC(=O)N(c2ccc3c(c2)OCCO3)C1 (stereo not drawn)
  10 | -3 | -14 | 0.8 | -7 | 3 | -7 | 5 | -6
32: N#CC1(NC(=O)CSc2nc3ccccc3o2)CCCCC1
  5 | -4 | -11 | 0.5 | -12 | 2 | -5 | 0 | 3
33: COc1cc(CNCC(C)C)cc(Br)c1OCC(=O)Nc1ccccc1
  2 | 14 | -7 | 1.4 | -21 | 17 | 5 | -5 | -5
34: CCOC(=O)C(C)Sc1ccc2nnc(-c3ccc(F)cc3)n2n1 (stereo not drawn)
  -24 | 9 | -3 | -0.5 | -16 | 4 | -5 | -4 | -1
35: O=S(=O)(Nc1ccccc1F)c1ccc(Cl)nc1
  -16 | 0 | -3 | 0.4 | 3 | 0 | 18 | -4 | -7
36: CCCCCCNc1nc(-c2ccc(OC)cc2)c(CCC(=O)O)s1
  -3 | 21 | -10 | 0.2 | -23 | -1 | 14 | -4 | -4
37: O=C1NC[C@@H](CCCCN2CCN(CCC3CCCCC3)C(=O)C2=O)N(CCC2CCCCC2)C1=O
  -14 | 10 | nt | 0.9 | nt | 1 | -5 | nt | nt
38: CN(C)CCCN(Cc1ccccc1)C(=S)Nc1ccc(OC(F)F)cc1
  -3 | 8 | 55* | 1.3 | -7 | 5 | -10 | -8 | -2
39: COCCN(CC(=O)Nc1cccc(C)c1C)C(=O)c1ccc2ccccc2n1
  -22 | 20 | -1 | 0.6 | -16 | 13 | -2 | -4 | -7
40: CCCCCCCNC(=O)C1(CC2CC(c3ccccc3)=NO2)CCNCC1 (stereo not drawn)
  -3 | -14 | -3 | -0.5 | -27 | 1 | 1 | -4 | 6
41: Cc1cccc(NC(=O)CSc2nc(C)c(CC(=O)c3ccc(Br)cc3)c(C)c2C#N)c1C
  -3 | 2 | -8 | -0.1 | -1 | 3 | 4 | -2 | 4
42: Cc1ccccc1Nc1ncnc2c1cnn2C
  0 | 9 | -17 | 0.5 | -2 | 2 | -7 | -3 | 15
43: O=C(COC(=O)c1ccc[n+]([O-])c1)Nc1ccc([N+](=O)[O-])cc1C(F)(F)F
  -19 | 14 | -4 | 2.8 | -4 | 8 | 13 | 0 | -7
44: O=C(Nc1ccccc1F)Oc1cccc(OC(=O)Nc2ccccc2F)c1
  -11 | -12 | -6 | -0.3 | -2 | -1 | 3 | -2 | -5
45: COc1ccc(N2C(=O)C3CCCN3C2c2ccc(Cl)cc2)cc1 (stereo not drawn)
  -5 | 10 | 3 | -0.3 | 2 | 1 | -21 | -6 | -1
46: O=C(CCN1CCOCC1)Nc1c(-c2ccccc2)c2cc(Br)ccc2[nH]c1=O
  -31 | 12 | 4 | 0.6 | -13 | 4 | 5 | 1 | -5
47: Cc1ccc2c(cnn2C(=O)CCC(=O)NCc2cccc(Br)c2)c1
  -8 | 15 | -18 | -0.3 | -7 | 0 | -10 | -2 | -2
48: CCSc1nc2ccccc2n1CC(=O)OC
  8 | -2 | -15 | -0.3 | -7 | 3 | -23 | 0 | -8
49: COc1ccc(-c2[nH]ncc2CN2CCCCCCC2)c(OC)c1
  1 | -9 | 15 | -0.2 | -16 | 0 | -18 | -7 | -1
50: Cc1ccc(S(=O)(=O)Nc2csc(C)c2C(=O)O)cc1
  nt | nt | nt | nt | -19 | 2 | -6 | nt | -7
51: CC(=O)NC(O)C(=O)c1ccccc1 (stereo not drawn)
  -3 | 3 | -5 | 0.2 | -9 | 1 | 5 | -2 | -9
52: CCOc1ccc(-c2cc(C(=O)NCc3cc(C(F)(F)F)cc(C(F)(F)F)c3)[nH]n2)c(C)c1
  6 | -14 | -8 | 0.2 | nt | 1 | -11 | 2 | nt
53: CC(C)Oc1ccccc1C1(c2ccccc2)NC(=O)NC1=O (stereo not drawn)
  -7 | 18 | -17 | -0.1 | -6 | 2 | -10 | -6 | -13
54: CCN(CCn1cccn1)C(=O)C1CCC(=O)N(CC2CCCCC2)C1 (stereo not drawn)
  -12 | 10 | 12 | 1.1 | -4 | 1 | -13 | 0 | -3
55: COc1ccc(N2CCN(CC(O)COc3cc(C)ccc3C)CC2)cc1 (stereo not drawn)
  5 | -10 | 5 | 2.0 | -20 | 0 | -12 | -6 | -9
56: S=C(NCC1CCCCC1)Nc1ccc(Oc2ccccc2)cc1
  -7 | 11 | 6 | 8.3 | -10 | 4 | 5 | -2 | -15
57: CCC(C)NC(=O)c1cnc2n(c1=O)CCS2 (stereo not drawn)
  5 | 3 | -1 | -0.3 | 2 | 1 | -6 | -3 | -3
